High-throughput results: PubChem, Emory University Molecular Libraries Screening Center
EP2 mod = EP2 receptor modulators, cAMP readout, primary screen, cell-based, HTRF cAMP, PGE2 stimulation; EP2-expressing cells, cAMP HTRF FRET, PGE2 co-stimulation; induction, % at 25 µM; hit rate 0.83% among 260,000;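 active = compounds whose cAMP rise, as percent of the full-agonist control response, exceeds 60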;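 note: rat C6 glioma line stably carrying human EP2 under a CMV promoter; the protocol text gives 20 µM as final concentration; 100% = response of wells given 1 µM PGE2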
Target sequence (P43116 whole entry, looked up): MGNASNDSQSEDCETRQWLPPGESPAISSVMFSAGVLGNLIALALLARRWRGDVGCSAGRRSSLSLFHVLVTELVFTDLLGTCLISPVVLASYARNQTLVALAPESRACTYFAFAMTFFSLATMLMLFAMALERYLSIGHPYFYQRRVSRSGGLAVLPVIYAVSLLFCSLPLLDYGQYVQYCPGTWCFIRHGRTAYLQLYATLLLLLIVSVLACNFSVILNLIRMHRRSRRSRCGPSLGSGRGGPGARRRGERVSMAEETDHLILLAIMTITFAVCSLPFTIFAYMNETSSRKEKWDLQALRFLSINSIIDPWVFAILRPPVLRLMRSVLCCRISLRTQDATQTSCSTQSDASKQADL
PGE2 EP2 inh = human EP2 receptor antagonists, primary screen, TR-FRET cAMP, C6 glioma cells | Prostaglandin E2 receptor EP2 subtype (Homo sapiens), P43116 | C6 glioma cells expressing human EP2; cells stimulated with saturating PGE2 | inhibition, % at 25 µM | hit rate 0.52% among 260,000 | AID 1422, 2008;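 active = percent inhibition above 40 after rounding to a whole number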;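 note: rat C6 glioma host cells with rolipram phosphodiesterase inhibitor present; the protocol text gives 20 µM as final concentration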
Starred values were filed as active, the others as inactive. Not all compounds are listed; count on the stated rates, not on these rows.

The line under a structure holds: EP2 mod	PGE2 EP2 inh
CCn1c(COc2cccc(C)c2C)nnc1SCC(=O)N1CCCCCC1
  -16	21
O=S(=O)(O)c1ccc(NN(c2c(O)ccc3ccccc23)S(=O)(=O)O)cc1
  14	39
Cc1ccc(C(=O)N2CCN(c3ccc(N)cc3)CC2)cc1
  -23	13
O=C1NC2(CCN(C(=O)c3nccc4ccccc34)CC2)Nc2ccccc21
  -18	7
O=C(c1ccccc1-c1ccccc1)N1CCCC1c1nc(-c2cccnc2)n[nH]1 (stereo unspecified)
  -24	4
Cc1csc(NC(=O)CSc2nnc(COc3c(C)cccc3C)n2C)n1
  -11	12
Oc1ccc(-c2nc3cnccn3c2NC2CCCC2)c(O)c1
  -64	10
O=C(c1ccco1)N1CCN(S(=O)(=O)c2ccc(S(=O)(=O)N3CCCCC3)cc2)CC1
  -19	9
Cc1cc2nc(-c3ccc(SCC(=O)N4CCCCC4C)nc3)[nH]c2cc1C (stereo unspecified)
  4	12
O=C(NCCc1ccccc1)[C@H]1C=CCN1C(=O)c1ccc(F)cc1F
  -41	8
Cc1cc(C)c(C(=O)Nc2ccc(S(=O)(=O)Nc3ccccn3)cc2)c(C)c1
  -6	14
CCc1nc(SCC(=O)Nc2ccc(N(C)C)cc2)c2c(C)c(C)sc2n1
  -2	10
CC(C)(C[C@@]1(C)NC(=O)NC1=O)OCc1ccccc1
  0	11
COc1ccccc1OCCN(C)C(=O)c1c(-c2ccncc2)noc1C
  -24	16
COC(=O)c1ccc(S(=O)(=O)N(Cc2cc3ccc(C)cc3[nH]c2=O)C2CCCC2)cc1
  32	13
C=Cn1ncc(CN(CCCn2ccnc2)CC2CC=CCC2)c1C (stereo unspecified)
  -4	12
Cc1ccc(C)c(-n2nnnc2SCC(=O)Nc2ccc3c(c2)OCO3)c1
  -60	9
CN(C)c1ccc(C(=O)NCCc2nc(-c3cccnc3)n[nH]2)cc1
  -11	3
CSc1nnc2c3sc4nc(N5CCOCC5)c5c(c4c3ncn12)CC(C)(C)OC5
  26	6
Cc1cc(C)n(-c2ccc(S(=O)(=O)O)cc2)n1
  -14	14
Cc1ccc(/C=C/C(=O)NC(=S)Nc2ccc(S(=O)(=O)Nc3nccs3)cc2)cc1
  -129	31
Cc1nn(C(C)C)c(C)c1CN(CCCn1ccnc1)Cc1ccccc1Cl
  -21	10
CC(C)c1nc2ccccc2c2nn(CC(=O)NCc3ccc(F)cc3)c(=O)n12
  -21	4
COc1ccc(C(c2nnnn2C(C)(C)C)N2CCN(c3cc(Cl)ccc3C)CC2)cc1OC (stereo unspecified)
  33	13
CC(C)[C@H](Sc1nc(N)nc2nc[nH]c12)C(=O)O
  -18	11
CCC(=O)N1CCN(c2ccc(NC(=O)COc3ccc(C)cc3)cc2)CC1
  4	14
CCC(=O)Nc1ccc(C(=O)OCC(=O)c2cccs2)cc1
  -28	12
CN1C(=O)SC(N(CC(N)=O)c2ccccc2)C1=O (stereo unspecified)
  -10	10
CC[C@H](Cn1nc(-c2ccoc2C)oc1=O)NC(=O)Cc1ccccc1
  1	9
Cc1ccsc1CN(CCCN1CCOCC1)Cc1ccsc1
  -5	8
O=S(=O)(NCCc1ccccc1)c1ccc(S(=O)(=O)N2CCCCCC2)cc1
  -25	15
Cc1nn(C(C)C)c(C)c1CN(C)CCOc1ccccc1
  -31	6
Cc1ccc(-c2nnn(CC(=O)N(C3CCCC3)C(C(=O)NC(C)(C)C)c3ccco3)n2)o1 (stereo unspecified)
  0	38
Cc1cc(C)nc(SCCc2cccc[n+]2C)n1
  33	33
COC(=O)c1sc2nc3c(C)ccc(C)c3cc2c1N
  -31	11
O=C(c1cc(F)cc(F)c1)N1CCC(n2cnc3cccnc32)CC1
  1	9
CCC(c1nnnn1C1CCCC1)N(Cc1ccco1)Cc1cc2cccc(C)c2[nH]c1=O (stereo unspecified)
  64*	7
COc1ccc2c(CN3CCC(NC(C)=O)(c4ccccc4F)CC3)cn(C)c2c1
  -45	8
CN(C)CCCN1c2ccccc2Sc2cnccc21
  -16	45*
COc1ccccc1N1CCN(CC(=O)Nc2cccc(C(C)=O)c2)CC1
  -31	7
CCOc1ccccc1NC(=O)CSc1nnc(-c2cccnc2)n1Cc1ccco1
  15	10
O=C(CSc1nnc(-c2ccc(O)cc2)o1)N1c2ccccc2Sc2ccccc21
  -73	12
Cc1ccc(C)c(/C(O)=C2/C(=O)C(=O)N(Cc3cccnc3)C2c2ccco2)c1 (stereo unspecified)
  -14	12
COc1cc(OC)cc(C(=O)Nc2nnc(SCC(=O)Nc3ccc(F)c(Cl)c3)s2)c1
  -41	5
COc1cc(NC(=O)C2CC(c3ccc(Cl)cc3)=NO2)c(OC)cc1Cl (stereo unspecified)
  16	5
Cc1ccc(-c2nnc(SCC(=O)N3C(C)CCCC3C)n2C)cc1 (stereo unspecified)
  -12	11
Cc1cc2cc3c(cc2nc1SCCN(C)C)OCCO3
  -46	9
COCC(C)NC(=O)c1cnn2c(C(F)F)cc(-c3ccc(C)cc3)nc12 (stereo unspecified)
  3	7
O=C(CN1CCC(Nc2nc(C(F)(F)F)cc(=O)[nH]2)CC1)Nc1cccc2ccccc12
  -80	11
O=C(c1ccoc1CN1CCOCC1)N1CCC2(CC1)Nc1ccccc1-n1cccc12
  -32	10
Cc1sc2nc(C3CCCN(C(=O)c4ccccc4F)C3)[nH]c(=O)c2c1C (stereo unspecified)
  11	10
C[C@@H]1CCCN(C[C@@H](O)CN2CCCc3ccccc32)C1
  -1	8
CN(C)c1ncc(CN2CCC(O)(c3ccccc3F)CC2)cn1
  -30	6
CCN(CC)C(=O)CSc1nc2cc(OC)c(OC)cc2cc1C
  5	11
Cc1ccc2cc(C#N)c(SCC(=O)Nc3cccc(Cl)c3C)nc2c1
  17	15
COc1cccc(C(O)CN2CCC3(CC2)CC(O)c2cc(C)c(C)cc2O3)c1 (stereo unspecified)
  -59	9
COCC(=O)N(Cc1cc2ccc(C)cc2[nH]c1=O)c1ccc(C)cc1C
  -11	7
COc1ccc(NC(=O)C2=C(C)NC(=O)NC2c2ccc(OCC(=O)O)cc2)cc1 (stereo unspecified)
  -22	7
O=C(O)CNC(=O)[C@H]1NC(C(F)(F)F)(C(F)(F)F)OC1(C(F)(F)F)C(F)(F)F
  25	42*
COc1ccc(N2CCN(C(=O)CSc3ncnc4sc(C)c(C)c34)CC2)cc1
  -12	7

New compounds follow:
The line under a structure holds: EP2 mod	PGE2 EP2 inh
CCOC(=O)C(C)Sc1nc2c(c(=O)[nH]c(=O)n2C)n1CC(N)=O (stereo unspecified)
  -48	8
CCC(c1nnnn1C1CCCCC1)N(Cc1ccc(C)cc1)Cc1cc2c(C)ccc(C)c2[nH]c1=O (stereo unspecified)
  29	6
COc1ccc(C2NC(=O)NC(C)=C2C(=O)Nc2cc(Cl)ccc2OC)c(OC)c1 (stereo unspecified)
  6	6
Cc1cccc2cc(CN(Cc3nnnn3Cc3ccc(F)cc3)CC3CCCO3)c(=O)[nH]c12 (stereo unspecified)
  8	5
CCC(c1nnnn1C1CCCC1)N(Cc1ccco1)Cc1cc2cc(C)ccc2[nH]c1=O (stereo unspecified)
  69*	8
C=CCNC(=O)CSc1nnc(-c2ccoc2C)n1CCc1ccccc1
  -8	7
CC(C)N(C(=O)CN1C(=O)N2CCN=C2c2ccccc21)C(C)C
  -37	8
Cc1ccc(-c2csc(NCc3ccco3)n2)cc1
  -50	20
Cc1sc2nc(C(C)C)nc(SCC(=O)N3CCOCC3)c2c1C
  -20	7
CCN1/C(=C2/SC(=S)N(c3ccccc3)C2=O)Sc2ccc(OC)cc21
  -1	14
Cc1nn(C(C)CC(=O)NC2CCN(Cc3cccc(F)c3)CC2)c(C)c1C (stereo unspecified)
  -48	6
CCc1cc2cc(C)cc(C)c2nc1SCC(=O)Nc1cc(OC)ccc1OC
  11	11
Cc1noc(C)c1CCC(=O)NC(C)Cn1nc2c(C)cc3ccccc3n2c1=O (stereo unspecified)
  12	9
CCc1c(C)sc2nc(C)nc(SCC(=O)Nc3cccc(F)c3)c12
  52	11
Cc1cn([C@@H]2C[C@H](O)[C@@H](COC(N)=O)O2)c(=O)[nH]c1=O
  5	12
COc1ccc(OC)c(NS(=O)(=O)c2ccc3[nH]c(=O)[nH]c3c2)c1
  -31	10
N#Cc1cc(-c2cccc(Cl)c2)no1
  -112	14
CC(C)c1nnc(NC(=O)C2CCN(c3nc4ccccc4n3C)CC2)s1
  -213	7
Cn1c(=O)oc2cc(S(=O)(=O)N3CCCCC3CN3CCCCC3)ccc21 (stereo unspecified)
  -19	9
Cc1cc(C)n(-c2cccc(C(F)(F)F)c2)c(=O)c1C#N
  -8	9
COS(C)(=O)=O
  16	15
CCCC1CC(C)(C(=O)C[n+]2cccc(C(N)=O)c2)OC1=O (stereo unspecified)
  -7	9
Cc1cccc(NC(=O)C2CC(=O)N(c3ccc(OC(C)C)cc3)C2)c1C (stereo unspecified)
  -48	6
O=C(CN1CCC(n2nnc3cc(F)ccc32)CC1)Nc1ccc(Oc2ccccc2)cc1
  -32	15
CCOc1cc(NC(=O)c2cccs2)c(OCC)cc1NC(C)=O
  5	10
COc1cc(OC)cc(C(=O)Nc2ccc(NC(=O)c3ccco3)c(C)c2)c1
  5	10
CCOc1ccccc1NC(=O)CSc1nc2ccccc2c(=O)n1CC1CCCO1 (stereo unspecified)
  7	14
CC1(C)Cc2c(O)c(SCC(=O)c3ccccc3)nc(N3CCOCC3)c2CO1
  34	27
COc1cc2cc(C#N)c(SCC(=O)OCc3ccccc3)nc2cc1OC
  29	19
COCCCN1C(=O)C(O)=C(C(C)=O)C1c1ccc(O)c(OC)c1 (stereo unspecified)
  -2	11
O=C(CCSc1nc(-c2ccco2)cc(C(F)(F)F)n1)NCc1ccccc1
  -110	9
COc1ccc2[nH]c(=O)c(CN(C(=S)NCCc3ccccc3)C3CCCC3)cc2c1
  3	2
COc1cc2c(cc1OC)C(C)N(C(=O)c1ccccc1)CC2 (stereo unspecified)
  11	8
CC(=O)NC1C(Oc2ccc(C(C)(C)C)cc2)OC2COC(C)(C)OC2C1O (stereo unspecified)
  3	8
C=C/C=C(\C=C/C)c1c[nH]n2c(=O)c(CC(=O)OCC)c(C)nc12
  -23	5
CC1=CC(=O)C2C(C)(C)CCC[C@]2(C)[C@@]1(O)CCc1ccoc1 (stereo partly specified)
  14	10
Nc1ncnc2nc(-c3ccc(C[P+](c4ccccc4)(c4ccccc4)c4ccccc4)cc3)[nH]c12
  25	40*
CC1CCc2nc(N)c(C#N)c(-c3ccco3)c2C1 (stereo unspecified)
  18	14
CC(=O)C1C(=O)N(c2ccc(Cl)cc2)C(N)=C(C#N)C1c1cc2c(C)cc(C)cc2[nH]c1=O (stereo unspecified)
  -54	6
Cc1ccc(NC(=O)CN2CCC(n3nnc4ccccc43)CC2)cc1Cl
  -70	9

Entries of single compounds, looked up by structure.
Profile of `COCCCN1C(=O)C(O)=C(C(C)=O)C1c1ccc(O)c(OC)c1` (stereo unspecified) = EP2 mod = -2; PGE2 EP2 inh = 11
Profile of `COc1cc2c(cc1OC)C(C)N(C(=O)c1ccccc1)CC2` (stereo unspecified) = EP2 mod = 11; PGE2 EP2 inh = 8
Profile of `CCCC1CC(C)(C(=O)C[n+]2cccc(C(N)=O)c2)OC1=O` (stereo unspecified) = EP2 mod = -7; PGE2 EP2 inh = 9

Continuation:
The line under a structure holds: EP2 mod	PGE2 EP2 inh
CCOc1ccc(NC(=O)CSc2nccc(=O)[nH]2)cc1
  -23	6
CC[n+]1c(/C=C2\C=Cc3cc(C)ccc3N2C)ccc2cccc(C)c21
  -64	19
CCn1c(SCC(=O)Nc2cccc(C(=O)OC)c2)nc2c1c(=O)n(C)c(=O)n2C
  -27	8
CCC(=O)N1CCN(c2ccc(NC(=O)CSc3ccc(Cl)cc3)cc2)CC1
  -17	9
CCC(CC)C(=O)Nc1nnc(SCCOC)s1
  7	13
COc1ccc([C@@H]2CN(C(=O)C3CCCCC3)C[C@H]2C(=O)O)cc1
  -7	7
CCC(CN1CCOCC1)NC(=O)Cc1ccc(OC)c2ccccc12 (stereo unspecified)
  -21	4
Cn1c(SCC(=O)Nc2ccc3c(c2)OCO3)nnc1-c1cccnc1
  -4	12
CCC(CN1CCC(C)CC1)NC(=O)Cc1cc(C(C)=O)ccc1OC (stereo unspecified)
  -18	1
O=C(NC1CCCCC1)C(c1cccs1)N(Cc1ccc2c(c1)OCO2)C(=O)Cc1cccs1 (stereo unspecified)
  29	11

3 compounds already listed, ordered by formula weight, descending:
The line under a structure holds: EP2 mod	PGE2 EP2 inh
CCC(=O)N1CCN(c2ccc(NC(=O)CSc3ccc(Cl)cc3)cc2)CC1
  -17	9
Cn1c(SCC(=O)Nc2ccc3c(c2)OCO3)nnc1-c1cccnc1
  -4	12
CCC(CC)C(=O)Nc1nnc(SCCOC)s1
  7	13
